# CHT inh: inhibits the human high affinity choline transporter | Q9GZV3 | CHT-expressing cells, membrane potential dye, choline response; active compounds read low | B-score at 10 µM | 310,000 tested, 0.86% active;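 active = B-score over 3 SD under the library average, and starting fluorescence ratio not unusually high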;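 note: choline stimulus applied at its EC90 after an EC20 pre-addition; B-score computed on integrated fluorescence ratio after choline addition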
# Target sequence (Q9GZV3 whole entry, looked up): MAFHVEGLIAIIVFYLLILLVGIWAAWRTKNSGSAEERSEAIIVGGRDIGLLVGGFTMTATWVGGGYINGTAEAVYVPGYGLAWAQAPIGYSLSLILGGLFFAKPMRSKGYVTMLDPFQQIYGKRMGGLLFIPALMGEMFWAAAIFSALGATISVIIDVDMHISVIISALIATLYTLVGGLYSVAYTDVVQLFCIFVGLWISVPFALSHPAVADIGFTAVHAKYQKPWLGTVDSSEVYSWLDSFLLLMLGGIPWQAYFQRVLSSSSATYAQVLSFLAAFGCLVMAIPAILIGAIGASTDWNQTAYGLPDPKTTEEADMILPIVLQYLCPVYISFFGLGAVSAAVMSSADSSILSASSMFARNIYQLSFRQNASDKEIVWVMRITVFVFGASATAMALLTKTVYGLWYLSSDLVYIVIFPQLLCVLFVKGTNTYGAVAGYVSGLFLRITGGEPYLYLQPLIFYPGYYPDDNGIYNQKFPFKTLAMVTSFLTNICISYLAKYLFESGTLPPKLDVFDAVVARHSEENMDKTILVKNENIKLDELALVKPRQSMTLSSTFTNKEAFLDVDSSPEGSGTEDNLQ
# CHT allo act: allosterically activates the human high affinity choline transporter. Q9GZV3. CHT-expressing cells, membrane potential dye, choline EC20; active compounds read high; LV-AA mutant CHT in HEK293 cells. B-score at 10 µM. 310,000 tested, 0.49% active. AID 488977;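 active = initial fluorescence not abnormally high and integrated response B-score, plate-corrected, over 3 SD above library mean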
# * hit, by the source's call; i = inactive.
SMILES,CHT inh,CHT allo act
O=C1CC(N2CCN(c3nc4ccccc4s3)CC2)C(=O)N1c1cccc(F)c1 (stereo not given),i,i
CC(C)CNc1cc(N2CCCC2)ccc1[N+](=O)[O-],i,i
N#CCSc1nnc(-c2ccc(S(=O)(=O)N3CCOCC3)cc2)n1CC1CCCO1 (stereo not given),i,i
CN(CCO)c1nc(NCc2ccccc2)c2cnn(C)c2n1,i,i
COc1ccc2[nH]c(=O)c(CN(CC3CCCO3)C(=S)Nc3ccccc3)cc2c1 (stereo not given),i,i
COc1ccc2nc(NC(=O)C3=NN(c4ccccc4)C(=O)CC3)sc2c1,i,i
CN(c1ccccc1C(=O)Nc1ccc(S(=O)(=O)N2CCCCC2)cc1)S(C)(=O)=O,i,i
N#CCCCCn1c(-c2cncs2)nc2ccccc21,i,i
Cc1c(C(=O)O)sc2c1c(=O)n(Cc1ccccc1)c(=O)n2C,i,i
Cc1cccc(NS(=O)(=O)c2cccc3nsnc23)c1,i,i
Cc1ccc(CNC(=O)C2CCC(CNS(=O)(=O)c3cccs3)CC2)cc1 (stereo not given),i,i
N#C/C(=N/Nc1ccc(S(=O)(=O)N2CCOCC2)cc1)C(N)=O,i,i
Nc1ccnn1Cc1cccnc1,i,i
Cc1oc2ccccc2c1CC(=O)NCCCN(C)C,i,i
O=C(CCc1ccccc1)NNC(=O)Nc1ccc(Cl)cc1,i,i
O=C(Nc1ccccc1Cl)c1cc2ccccc2o/c1=N\O,i,i
CC(C)(C)C(=O)NC(=S)NNC(=O)c1sc2ccccc2c1Cl,i,i
CCC(C)c1ccc(C(C)NC(=S)NCc2ccc(F)cc2)cc1 (stereo not given),i,i
CCNc1ccccc(C(=O)/C=C/c2ccc3c(c2)OCO3)c1=O,i,i
CCN(CC)CCCNS(=O)(=O)c1ccc(OC)cc1,i,i
CC(=O)[C@@]1(O)[C@H](C)CC2C3CC=C4CC(OP(=O)(O)O)CC[C@]4(C)C3CC[C@@]21C (stereo not given in full),i,i
CCCCCCCC(=O)NNC(=O)CC(=O)Nc1ccccc1C(=O)O,i,i
COc1ccc(/C=C/C(=O)c2ccc(OC)cc2O)cc1,i,i
CC(NCc1ccc(S(N)(=O)=O)cc1)C(=O)NCc1ccccc1 (stereo not given),i,i
COC(=O)CSC1=C(C#N)C(c2sccc2C)CC(=O)N1 (stereo not given),i,i
Cc1ccccc1CN(c1ccc(C(=O)NCc2cccnc2)cc1)S(C)(=O)=O,i,i
CCn1c(SCc2ccc(OC)c(F)c2)nc2ccccc2c1=O,i,i
CCc1ccc2nc(N=C(N)N)nc(C)c2c1,i,i
COc1ccccc1NC(=O)N(Cc1cc2cc(OC)c(OC)cc2[nH]c1=O)CC1CCCO1 (stereo not given),i,i
COC(=O)Cc1csc(Nc2ccc(Cl)cc2)n1,i,i
CC(=O)c1ccc(S(=O)(=O)NCc2ccc(C(=O)NCC(c3ccccc3)N(C)C)cc2)cc1 (stereo not given),i,i
CCCc1ccc(OCc2ccc(C(=O)O)o2)c(OC)c1,i,i
COCCCn1c(SCC(=O)O)nc2cc(OC)c(OC)cc2c1=N,i,i
Cc1ccc(O)c(C(=O)c2cnn(C(=O)Cc3csc(C)n3)c2)c1,i,i
O=C(Nc1ccc(F)cc1)Nc1ccc2c(c1)CCC2,i,i
Cc1cccc(NC(=O)CSCC(=O)N2CCN(Cc3ccc4c(c3)OCO4)CC2)c1,i,i
Fc1ccc(-c2csc3ncnc(Cl)c23)cc1,i,i
CC(C)CNC(=O)c1cc2nc(C3CC3)cc(C(F)(F)F)n2n1,i,i
COc1ccc(NC(=O)CN(c2ccccc2F)S(=O)(=O)c2ccc(C)cc2)cc1,i,i
O=C(NCc1cccnc1)Nc1ccc(Br)cc1,i,i

# Grouped by structure, the entries above containing an aryl thioether with sulfur outside any ring
SMILES,CHT inh,CHT allo act
N#CCSc1nnc(-c2ccc(S(=O)(=O)N3CCOCC3)cc2)n1CC1CCCO1 (stereo not given),i,i
CCn1c(SCc2ccc(OC)c(F)c2)nc2ccccc2c1=O,i,i
COCCCn1c(SCC(=O)O)nc2cc(OC)c(OC)cc2c1=N,i,i

# Later entries
SMILES,CHT inh,CHT allo act
CCN(CC)CCCNc1nc(CN2CCOCC2)nc2sc3c(c12)CCC3,i,7.7*
COc1cccc(CNc2ccc3c(c2)ncn3C(C)C)c1OC,i,i
COc1ccccc1CCNC(=O)c1nc(-c2cccs2)no1,i,i
Clc1ccc(-n2ncc3c(NCc4ccccn4)ncnc32)cc1,i,i
COc1ccc(C(C)=O)cc1CSc1nc2ccccc2c(=O)n1-c1ccccc1C,i,i
Nc1ccc(O)c(-c2nc3ccccc3s2)c1,i,i
CC(C)(C)NC(=O)Cn1nnc(-c2ccccc2Cl)n1,i,i
CN(C)CC/C=C1\c2cc(Cl)ccc2Sc2cc(F)c(F)cc21,i,i
COc1cccc(CNC(=O)CSc2ccc(-c3ccccn3)nn2)c1,i,i
O=C(O)COc1ccc(/C=N/NC(=O)c2cn(-c3ccccc3)nc2-c2ccccc2)cc1,i,i
CC(C)NC(=O)c1ccccc1NC(=O)Cc1ccc(Br)cc1,i,i
FC(F)(F)c1ccccc1NC(=S)Nn1cnnc1,i,i
O=C1Cc2cc(S(=O)(=O)N3CCN(c4ccccc4)CC3)ccc2N1,i,i
Cc1noc(C)c1COc1cccc(C(=O)N2CCc3ccccc32)c1,i,i
COc1cc(CNC(C)C)c(Br)cc1OC1CCCC1,i,i
O=C(Nc1ccccc1C(=O)N1CCNCC1)c1ccco1,i,i
O=C(CSc1nnc(-c2ccc(Br)cc2)o1)Nc1cccc(C(=O)O)c1,i,i
CC(=O)Nc1ccc(S(=O)(=O)N(C)CC(=O)OCC(=O)NCc2ccco2)cc1,i,i
COc1ccc(OC)c(S(=O)(=O)NCC2CCCO2)c1 (stereo not given),i,i
O=c1[nH]c(SCc2ccc(F)cc2Cl)nc2ccccc12,i,i

# One compound at a time, as listed above. Order of screens: CHT inh | CHT allo act
# CC(C)NC(=O)c1ccccc1NC(=O)Cc1ccc(Br)cc1 is listed as i | i
# COc1cc(CNC(C)C)c(Br)cc1OC1CCCC1 is listed as i | i
# COc1cccc(CNC(=O)CSc2ccc(-c3ccccn3)nn2)c1 is listed as i | i
# CC(=O)Nc1ccc(S(=O)(=O)N(C)CC(=O)OCC(=O)NCc2ccco2)cc1 is listed as i | i

# Other structures
SMILES,CHT inh,CHT allo act
CCOc1ccc(N2C(=O)CC(N3CCC(O)(c4ccc(Br)cc4)CC3)C2=O)cc1 (stereo not given),i,i
Cc1ccc(NC(=O)C(=O)NCCCN2CCCC2=O)cc1,i,i
Cc1ccc(NC(=O)CSc2nc(=O)n3cc(C)ccc3n2)c(C)c1,i,i
COC(=O)c1ccc(/C=C(/NC(=O)c2ccccc2)C(=O)N2CCOCC2)cc1,i,i
CCOc1ccc(C(=O)Nc2ccc(S(=O)(=O)Nc3cc(C)on3)cc2)cc1,i,i
O=C(c1cccc(Cl)c1)N1CCC(=O)N(C(COCc2ccccc2)Cc2ccccc2)CC1 (stereo not given),i,6.3*
CCCCCCSc1cc(-c2nc3cnccn3c2NCc2ccccc2)ccc1OC,i,i
O=C(NCCN1CCCCC1)c1c(O)c2ccccc2[nH]c1=O,i,i
CNC(=O)/C(C#N)=C/c1c(F)cccc1Cl,i,i
COc1cc(Cl)c(C)cc1NC(=O)CSc1ccc(C)cc1,i,i
Cc1ccc(NC(=O)COC(=O)[C@@H]2CCCN2C(=O)c2cccs2)cc1S(=O)(=O)N(C)C,i,i
CC1(C)Cc2c(c(-c3ccco3)nc3sc4c(NCCN5CCOCC5)ncnc4c23)CO1,i,i
Cc1ccc(SCc2nc(N)nc(Nc3ccccc3C)n2)cc1C,i,i
Cc1cc(Cl)c(S(=O)(=O)N2CCCC2)cc1OCC(N)=O,i,i
Cc1cc(=O)n(CC=C(Cl)Cl)c2ccccc12,i,i
CN(C)CCCNC(=O)C1(O)c2cc(Br)ccc2NC(=O)N1c1c(F)cccc1F (stereo not given),i,i
C=CCNC(=S)/N=c1/ccccn1CC,i,i
CC1=C(C#N)CCC(=O)N1Cc1c(F)cccc1Cl,i,i
O=C1Nc2ccccc2C(=O)N2[C@H](c3cccc(Br)c3)[C@@H]3C(=O)N(Cc4ccccc4)C(=O)[C@@H]3[C@H]12,i,i
C/C(=N\NC(=O)c1c(Br)cnn1C)c1ccc(NC(=O)c2ccc(F)cc2)cc1,i,i
COc1cc(C2NC(=O)CCC2[N+](=O)[O-])c(OC)cc1Br (stereo not given),i,i
S=C(N/N=C/c1ccc(Cl)c(Cl)c1)Nc1ccccc1Cl,i,i
CC(=O)/C(N=Nc1ccc(SC(F)F)cc1)=C(\C)O,i,i
Cc1ccnc(NC(=O)CNC(=O)c2cccs2)c1,i,i
COc1ccc(CCN2C(=O)CC(C(N)=O)SC2=Nc2ccccc2)cc1OC (stereo not given),i,i
CC(=O)c1c(C)[nH]c(C2=NNC(=NC(C)(C)C)SC2)c1C,i,i
O=C(Cn1nnc(-c2ccc(S(=O)(=O)N3CCCC3)cc2)n1)NCC1CCCO1 (stereo not given),i,i
CCOC(=O)c1[nH]c2ccccc2c1NC(=O)C(CC)CC,i,i
CC(C)N(Cc1nc(-c2ccc(Cl)cc2)no1)Cc1nccn1C,i,i
COCCCN(C(=O)c1ccc(N2CCCC2=O)cc1)c1c(N)n(Cc2ccccc2)c(=O)[nH]c1=O,i,i
Cc1cc(C)c(O)c(-c2cc(C(=O)Nc3ccc(S(=O)(=O)N4CCOCC4)cc3)[nH]n2)c1,i,i
O=c1c2cn[nH]c2nc(SCc2ccccc2F)n1-c1ccc(Br)cc1,i,i
c1csc(C2=Nn3c(nnc3-c3ccncc3)SC2)c1,i,i
NS(=O)(=O)c1ccc(NC(=S)N2CCCC2)cc1,i,i
Cc1ccc(-c2nnc(N3CCCCC3)c3ccccc23)cc1,i,i
O=C1c2ccccc2NC(c2ccccc2)N1NS(=O)(=O)c1ccccc1 (stereo not given),i,i
Cn1c(SCC(=O)N/N=C/c2ccccn2)nnc1-c1ccccc1,i,i
CCOC(=O)c1c(C)nc2ccc(C)cn12,i,i
CSc1nc(NC(C)(C)C)nc(N2CCOCC2)n1,i,i
CCCN1CCC(=NNC(=O)CSc2cc(C)c(Br)cc2C)CC1,i,i

# 6 entries from above, arranged by count of non-hydrogen atoms, low to high:
SMILES,CHT inh,CHT allo act
CCOC(=O)c1c(C)nc2ccc(C)cn12,i,i
CSc1nc(NC(C)(C)C)nc(N2CCOCC2)n1,i,i
Cc1ccc(-c2nnc(N3CCCCC3)c3ccccc23)cc1,i,i
Cn1c(SCC(=O)N/N=C/c2ccccn2)nnc1-c1ccccc1,i,i
O=c1c2cn[nH]c2nc(SCc2ccccc2F)n1-c1ccc(Br)cc1,i,i
Cc1cc(C)c(O)c(-c2cc(C(=O)Nc3ccc(S(=O)(=O)N4CCOCC4)cc3)[nH]n2)c1,i,i

# Remaining list, next part.
SMILES,CHT inh,CHT allo act
O=C(C[n+]1ccc2ccccc2c1)c1ccccc1,i,i
O=C(CCC(=O)N(CC(=O)NC1CCCCC1)c1ccc(F)cc1)Nc1ccccn1,i,i
CCCCc1ccc(Nc2nc(N3CCOCC3)nc(N3CCOCC3)n2)cc1,i,i
C=CCSc1nc(O)c(CC)c(=O)n1C(C)CC (stereo not given),i,i
CCOC(=O)C1CCCN(Cc2ccccc2Cl)C1 (stereo not given),i,i
CN1CCN(S(=O)(=O)c2ccc3c(c2)C(C)(C)C(=O)N3C)CC1,i,i
CCOC(=O)Cn1nc(-c2ccc(F)cc2)cc(Cc2ccccc2)c1=O,i,i
CCN(CC)c1nc2ccccc2nc1-n1nc(C)cc1C,i,i
COc1ccc(C(C#N)N2CCC(c3ccccc3)=N2)cc1OC (stereo not given),i,i
O=C(Nc1nnc(C2=COCCO2)o1)c1cccc(C(F)(F)F)c1,i,i
Cc1ccc(-c2nnn(CC(=O)N(c3ccccc3F)C(CC(C)C)C(=O)NCC3CCCO3)n2)cc1 (stereo not given),i,i
Cc1cc(C(=O)Nc2c(F)c(F)c(F)c(F)c2F)n(-c2ccccc2)n1,i,i
COc1ccc(CCNC(=O)Cn2nnc(C(=O)Nc3cc(C)ccc3C)c2N)cc1OC,i,i
CCOC(=O)CC(NS(=O)(=O)c1ccc(OC)c(C)c1)c1cccc([N+](=O)[O-])c1 (stereo not given),i,i
O=C(Oc1ccc(F)cc1)c1ccc2c(=O)n3c(nc2c1)CCC3,i,i
COc1ccc(CNC(=O)CS(=O)(=O)Cc2nc(-c3ccc(OC)cc3)oc2C)cc1,i,i
O=c1c2ccccc2ncn1-c1cccc(Cl)c1,i,i
CCN(CC)CC#CCC(O)(c1ccccc1)c1ccccc1,i,i
O=c1c2ccccc2nc(-c2ccccc2)n1Cc1ccc(Cl)cc1,i,i
S=C(c1ccc(-c2ccc(Cl)c(Cl)c2)o1)N1CCOCC1,i,i
CCOC(=O)c1ccc(-c2ccc(C(=O)Nc3cccnc3)o2)cc1,i,i
CCOC(=O)Cn1c(=O)oc2cc(S(=O)(=O)N3CCCc4ccccc43)ccc21,i,i
COc1ccc(C2C(C(=O)N3CCN(c4ccccn4)CC3)CC(=O)N2c2ccc(OC)cc2)cc1 (stereo not given),i,i
O=Cc1[nH]c2ccccc2c1N(C(=O)CCl)c1ccc([N+](=O)[O-])cc1,i,i
CCN(CC)S(=O)(=O)c1ccc(NC(=O)CSc2ncnc3ccccc23)cc1,i,i
O=C(c1ccccn1)N1CCN(S(=O)(=O)c2ccccc2)CC1,i,i
Cc1ccc(OCCCC(=O)NCc2ccco2)c(C)c1,i,i
CCCCc1ccc(NC(=S)N2CCCC(C)C2)cc1 (stereo not given),i,i
CCOc1ccc(Cn2cc(F)c(=O)[nH]c2=O)cc1,i,i
COc1ccccc1-c1nc(SCC(=O)NCC2CCCO2)c2c(=O)n(C)c(=O)n(C)c2n1 (stereo not given),i,i
O=C(O)CCNC(=O)c1ccc(NC(=O)Cc2ccc(Cl)cc2)cc1,i,i

# No enrichment for hits; 1.5% or so of the library scored in one or more.
